NR2F2 inh = inhibitors of human COUP-TFII (NR2F2); HEK293T NGFI-A luciferase reporter, luminescence; inhibition, % at 8.6 µM; hit rate 0.7% among 370,000; AID 686940;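 active = inhibition above a per-plate cutoff, mean inhibition of test wells between control levels plus 3 SD, cut at about 38% in these data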;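 also: cells cotransfected with COUP-TFII expression vector driving the NGFI-A reporter; 0% = median of COUP-TF2 test wells and 100% = reporter-only cells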
LRH-1 inv ag = inverse agonists of human LRH-1 (NR5A2); HEK293T StAR-luciferase reporter, LRH-1 transfected, 24 h; inhibition, % at 3.6 µM; AID 602396; hit rate 0.13% among 360,000; O00482;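 active = inhibition above the mean inhibition of all tested compounds plus 3 SD, cut at about 73% in these data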;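 also: 0% = DMSO wells and 100% = reporter-only cells lacking LRH-1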
LMP1 NFkB inh = inhibitors of Epstein-Barr LMP1-induced NF-kappaB reporter | LMP1-induced NF-kappaB luciferase reporter cells, luminescence | AID 504558 | hit rate 0.69% among 350,000 | inhibition, % at 12.5 µM; in the data active = inhibition above about 41%; inconclusive = no clear call, values can overlap the other calls;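 also: 0% = neutral control wells and 100% = reference inhibitor control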
C8 TRAIL sens = sensitizes caspase-8 expressing cells to TRAIL | NB7+C8 cells + TRAIL, ATPlite viability luminescence | inhibition (viability loss, TRAIL sensitization), % at 10 µM | hit rate 1% among 360,000;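 active = compounds causing at least 50% loss of cell viability in the single-dose screen, relative to plate controls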
SRC2 inh = human SRC2 (NCOA2) inhibition; Q15596; AID 651957; inhibition, % at 9 µM; hit rate 0.17% among 370,000; HEK293 GAL4-SRC2 luciferase reporter, luminescence;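 active = inhibition above the mean inhibition of all tested compounds plus 3 SD, set per campaign, cut at about 52% in these data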;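 also: 0% = DMSO treated cells and 100% = cells given Gossypol at 36 µM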
Target sequence (Q15596 whole entry, looked up, the tested form may be a part): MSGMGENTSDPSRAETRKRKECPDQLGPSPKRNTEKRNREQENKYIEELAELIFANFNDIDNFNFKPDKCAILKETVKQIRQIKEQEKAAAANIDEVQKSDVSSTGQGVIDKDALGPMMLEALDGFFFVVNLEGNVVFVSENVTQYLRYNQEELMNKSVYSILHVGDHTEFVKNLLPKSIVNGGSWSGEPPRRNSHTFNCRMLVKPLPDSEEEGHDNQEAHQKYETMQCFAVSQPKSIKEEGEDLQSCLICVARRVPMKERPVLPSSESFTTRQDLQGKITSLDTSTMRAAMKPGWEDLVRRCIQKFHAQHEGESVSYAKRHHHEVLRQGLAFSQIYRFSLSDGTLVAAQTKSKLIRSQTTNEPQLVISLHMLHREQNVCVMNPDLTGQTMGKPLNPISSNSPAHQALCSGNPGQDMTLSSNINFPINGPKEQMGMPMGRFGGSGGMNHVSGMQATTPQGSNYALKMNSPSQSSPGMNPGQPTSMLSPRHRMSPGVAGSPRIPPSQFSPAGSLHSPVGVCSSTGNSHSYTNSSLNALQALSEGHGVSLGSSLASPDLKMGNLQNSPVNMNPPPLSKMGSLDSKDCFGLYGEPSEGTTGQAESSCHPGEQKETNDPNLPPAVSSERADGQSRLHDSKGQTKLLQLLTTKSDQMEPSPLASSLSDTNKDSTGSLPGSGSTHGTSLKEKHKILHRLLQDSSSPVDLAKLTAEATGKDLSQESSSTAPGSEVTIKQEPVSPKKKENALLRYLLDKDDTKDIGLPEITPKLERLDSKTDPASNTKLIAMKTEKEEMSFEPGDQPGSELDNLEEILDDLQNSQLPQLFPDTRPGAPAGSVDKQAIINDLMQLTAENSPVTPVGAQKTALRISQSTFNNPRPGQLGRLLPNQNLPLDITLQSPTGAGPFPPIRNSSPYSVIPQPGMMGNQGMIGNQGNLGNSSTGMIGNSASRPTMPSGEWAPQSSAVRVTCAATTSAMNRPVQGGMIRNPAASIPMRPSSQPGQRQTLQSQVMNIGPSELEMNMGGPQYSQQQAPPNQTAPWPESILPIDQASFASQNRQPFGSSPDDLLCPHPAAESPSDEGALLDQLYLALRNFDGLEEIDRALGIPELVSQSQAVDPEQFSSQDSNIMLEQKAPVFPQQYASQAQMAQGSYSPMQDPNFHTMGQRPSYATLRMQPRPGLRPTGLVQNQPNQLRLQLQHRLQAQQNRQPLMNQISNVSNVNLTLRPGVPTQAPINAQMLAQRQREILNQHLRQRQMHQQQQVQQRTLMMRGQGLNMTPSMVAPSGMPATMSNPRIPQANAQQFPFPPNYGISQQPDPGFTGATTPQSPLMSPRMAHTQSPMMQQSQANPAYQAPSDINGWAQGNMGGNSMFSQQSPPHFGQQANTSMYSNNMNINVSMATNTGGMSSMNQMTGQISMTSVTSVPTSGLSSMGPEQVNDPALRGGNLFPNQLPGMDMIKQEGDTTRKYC
Starred values were filed as active, the others as inactive; ? = inconclusive; . = not tested or not shown. The list is partial, so the mix of outcomes need not match the whole.

SMILES	NR2F2 inh	LRH-1 inv ag	LMP1 NFkB inh	C8 TRAIL sens	SRC2 inh
O=c1c2c(nc3nc(NCc4ccccc4Cl)[nH]n13)CCC2	14	.	.	.	-8
O=C(CN1CCN(Cc2ccccc2)CC1)N/N=C\c1c2ccccc2cc2ccccc12	10	.	.	.	5
COc1ccc(-c2noc(C3CCCN(C(=O)Nc4cc(C)cc(C)c4)C3)n2)cc1 (centres undefined)	-12	.	.	.	-27
Cc1ccc(Cn2cc(CN3[C@@H](CC(C)C)COc4cc(Br)ccc4S3(=O)=O)nn2)cc1	1	.	.	.	7
CCN(Cc1ccccc1)C(=O)Nc1c(Cl)cccc1Cl	-8	.	.	.	-7
C#CCNC(=O)C[C@H]1C[C@@]2(C(=O)OCC)CCCC3=C2N(CCC3)C1=O	3	.	.	.	9
C/C(=C/c1nc(N)n(Cc2ccccc2)c1Cc1ccccc1)Cn1[nH]c(=O)n(-c2ccccc2)c1=O	5	.	.	.	27
O=C(O)Cc1sc(Nc2ccc(Cl)cc2)nc1-c1cccs1	0	.	51*	.	-42
Nc1nonc1C(=O)N/N=C/c1cc(Br)ccc1O	-10	.	9	.	8
N#Cc1cccc(N=c2ssnc2Cl)c1	-7	.	8	.	-2
CCn1ncc(-c2cc(C(=O)O)no2)c1C	18	.	-4	.	8
O=[N+]([O-])c1cc(CN2CCN(c3cccc(C(F)(F)F)c3)CC2)c2cccnc2c1O	-6	.	?	.	-8
C=C(C)C(=O)Nc1cccc(C2=NOC3(C2)C[C@@H](C(N)=O)N(C(=O)CCCCC)C3)c1 (some centres undefined)	3	.	-3	.	0
COC(=O)C[C@@H]1C=C[C@H](NC(=O)Nc2ccc(OC)cc2)[C@@H](CO)O1	12	1	.	-9	-12
CO[C@@H]1CN(C)C(=O)c2cc(NC(=O)Nc3cc(F)ccc3F)ccc2OC[C@H](C)N(C(=O)c2ccccn2)C[C@@H]1C	-7	4	.	0	-1
COC(=O)C[C@H]1C=C[C@H](NS(=O)(=O)c2cn(C)cn2)[C@@H](CO)O1	-2	-3	.	3	3
Cc1ccc(S(=O)(=O)N2[C@H](CC(=O)c3ccc(Cl)c(Cl)c3)OC[C@@H]2C(C)C)cc1	12	13	.	-10	17
CCCCCCCCN1C(=O)[C@H](CC(=O)NCC2CCCCC2)C[C@@]2(C(=O)OCC)CCC=C12	-1	20	.	9	-19
COC(=O)C1(C(=O)OC)c2cc3c(cc2CN(S(=O)(=O)c2ccc(C)cc2)C1CC(C)=O)OCO3 (centres undefined)	-2	21	.	-13	19
CC(C)(C)NC(=O)C(c1ccc(C(F)(F)F)cc1)n1c(=O)c(-c2cc3ccccc3[nH]2)nc2ccccc21 (centres undefined)	30	22	.	0	-8

Printed as active in LMP1 NFkB inh, of those listed so far:
Compound	NR2F2 inh	LRH-1 inv ag	LMP1 NFkB inh	SRC2 inh
O=C(O)Cc1sc(Nc2ccc(Cl)cc2)nc1-c1cccs1	0	.	51*	-42

The results go on.
SMILES	NR2F2 inh	LRH-1 inv ag	LMP1 NFkB inh	C8 TRAIL sens	SRC2 inh
COc1ccc(NC(=O)C(C2CC2)n2c(=O)c(-c3cc4ccccc4[nH]3)nc3ccccc32)cc1 (centres undefined)	11	-10	.	-10	18
Cc1cccc(C)c1NC(=O)C(c1ccccc1F)n1c(=O)c(-c2ccco2)nc2ccccc21 (centres undefined)	1	-25	.	1	12
Cc1csc(-c2nc3ccccc3n2C(C(=O)Nc2c(C)cccc2C)C2CC2)c1 (centres undefined)	15	24	.	-2	21
Cc1ccc(S(=O)(=O)N2[C@@H](CCO)OC[C@H]2C(C)C)cc1	2	3	.	11	-6
CCC(CC)C(C(=O)NCc1ccccc1)N1CCN(c2cccc(C)c2C)CC1 (centres undefined)	15	-4	.	1	-22
Nc1ccc(CNC(=O)c2cc3cc(Cl)ccc3nc2N)cc1	5	18	.	-9	13
O=C(C[C@H]1C=C[C@@H](NC(=O)c2ccncc2)[C@@H](CO)O1)NCC1CC1	-8	8	.	-2	-49
CCCCNC(=O)c1nc(C2CCN(S(=O)(=O)c3ccc(OC(F)(F)F)cc3)CC2)oc1-c1ccccc1	2	-2	.	11	13
CCOC(=O)[C@]12CCCC=C1N(Cc1ccccc1)C(=O)[C@H](CC(=O)N1CCOCC1)C2	13	7	.	1	24
O=C(Nc1ccc(F)cc1)C(c1ccncc1)N1CCN(C(=O)c2ccco2)CC1 (centres undefined)	-11	-2	.	-14	-25
CC(C)(C)NC(=O)C(c1ccncc1)n1c(=O)c(-c2cc3ccccc3[nH]2)nc2ccccc21 (centres undefined)	-13	3	.	-29	5
CC1(C(=O)NCc2ccccc2)CSCC(=O)N1CCCN1CCOCC1 (centres undefined)	-24	-21	.	-10	-6
COC(=O)[C@@]12C[C@@H](CC(=O)NCCC(C)C)C(=O)N(CCc3ccc(OC)c(OC)c3)C1=CCC(C)(C)C2	4	-29	.	1	4
CO[C@@H]1CN(C)C(=O)c2cc(NC(=O)Nc3cc(F)ccc3F)ccc2OC[C@H](C)NC[C@@H]1C	2	5	.	5	-9
Cn1cnc(CCNC(=O)C[C@H]2CC[C@@H]3[C@H](COC[C@H](O)CN3C(=O)C3CCCC3)O2)c1	4	-13	.	-14	0
O=C(NC1CCCCC1)C(c1ccnc2ccccc12)n1c(=O)c(-c2cc3ccccc3[nH]2)nc2ccccc21 (centres undefined)	-12	-27	.	-4	1
C=CCOC(=O)Nc1nc(CCNC(=O)OC(C)(C)C)c(C(=O)OC)s1	16	-4	.	7	-2
CC1(c2nnnn2C2CCCC2)CCC(=O)N1c1ccc2c(c1)OCCO2 (centres undefined)	17	24	.	0	18
CCOC(=O)[C@]12CCCC=C1N(CCc1ccc(OC)c(OC)c1)C(=O)[C@H](CC(=O)N1CCSCC1)C2	-8	17	.	17	-16
COC(=O)C[C@@H]1CC[C@H](NC(=O)c2cnccn2)[C@@H](CO)O1	9	-6	.	-18	14
O=C(C[C@@H]1CC[C@@H]2[C@H](COC[C@H](O)CN2C(=O)Nc2ccc(F)cc2)O1)NCCc1ccncc1	-2	15	.	-4	-14
COc1cccc(OC)c1C(=O)NCCNc1nc2cc(C)cc(C)c2cc1C#N	-9	-24	.	4	2
CCCCNC(=O)c1nc(-c2ccncc2)oc1-c1ccc(OC(F)(F)F)cc1	4	15	.	-2	-22
CC1(C)CC(Cc2ccccc2C(F)(F)F)N(C(=O)OC(C)(C)C)C1 (centres undefined)	-13	3	.	-11	-10
O=C(C[C@@H]1CC[C@@H]2[C@H](COC[C@H](O)CN2CCC(F)(F)F)O1)NCc1ccc2c(c1)OCO2	5	3	.	6	1
COC1=CC(=O)OC(c2cccc(OC)c2)C1 (centres undefined)	9	0	.	-5	-31
COC(=O)[C@@]12C[C@@H](CC(=O)NCc3cccc4ccccc34)C(=O)N(Cc3ccco3)C1=CCC(C)(C)C2	0	4	.	6	-11
O=C1c2c(-c3ccc(Br)cc3)noc2CCN1Cc1cn(-c2ccc(Cl)cc2)nn1	21	8	.	11	-14
CCOC(=O)[C@]12CCCC=C1N(Cc1ccccc1)C(=O)[C@H](CC(=O)NCc1ccc(OC)c(OC)c1)C2	4	31	.	-2	6
Cc1cc2c(cc1C)-n1nnnc1C(N(Cc1ccccc1)Cc1ccccc1)C(=O)N2 (centres undefined)	-5	18	.	1	-24
CC(=O)N1CCC(C(=O)N2c3ccccc3N=C(c3ccc4c(c3)OCO4)C2C(=O)Nc2c(C)cccc2C)CC1 (centres undefined)	-23	-5	.	-7	-49
CC(=O)N1CCN(C(C(=O)Nc2c(C)cccc2C)c2ccccc2OC(F)(F)F)CC1 (centres undefined)	7	10	.	0	-10
CC(C)CN1C(=O)CSCC1(C)C(=O)Nc1ccc2c(c1)OCCO2 (centres undefined)	5	10	.	-1	-34
COC(=O)[C@]12CCCCC=C1N(Cc1ccc3c(c1)OCO3)C(=O)[C@H](CC(=O)NCCCN1CCCC1=O)C2	9	10	.	-2	-7
COc1ccc(NC(=O)C(C2CC2)n2c(=O)c(-c3ccccc3)nc3ccccc32)cc1 (centres undefined)	18	-5	.	0	-5
COc1ccc(S(=O)(=O)N2C[C@@H](O)COC[C@@H]3O[C@H](CC(=O)NCCCN4CCOCC4)CC[C@H]32)cc1	-11	0	.	-4	-6
CC1(C(=O)Nc2ccc3c(c2)OCCO3)CN(S(C)(=O)=O)CC(=O)N1Cc1cccs1 (centres undefined)	-16	9	.	-14	6
CCOC(=O)C1C(C)C(C(C)(C)C)N(S(=O)(=O)c2ccc(C)cc2)C1c1ccccc1 (centres undefined)	-12	12	.	0	6
CC1(C(=O)Nc2ccc3c(c2)OCCO3)CN(S(C)(=O)=O)CC(=O)N1CC(F)(F)F (centres undefined)	-8	-13	.	0	1
Cc1cccc(N2CCN(C(C(=O)NCc3ccccc3)c3ccc(C(F)(F)F)cc3)CC2)c1C (centres undefined)	1	14	.	13	-27
Cc1cccc(C)c1NC(=O)C(C1CC1)n1c(=O)c(-c2ccccc2)nc2ccccc21 (centres undefined)	3	17	.	-5	15
Cc1ccc(C)c(N2CCN(C3C(=O)Nc4ccccc4-n4nnnc43)CC2)c1 (centres undefined)	-5	4	.	26	7
O=C(Nc1ccc2c(c1)OCCO2)C(c1ccccc1)n1c(=O)c(-c2ccco2)nc2ccccc21 (centres undefined)	14	-10	.	2	6
O=C(NCc1ccccc1)C(c1cc2ccccc2o1)n1c(=O)c(-c2ccccc2)nc2ccccc21 (centres undefined)	-21	-30	.	-30	-24
COC(=O)[C@@]12C[C@@H](CC(=O)NCc3cccc4ccccc34)C(=O)N(Cc3ccccc3)C1=CCC(C)(C)C2	10	13	.	11	-11
CC(C)(C)NC(=O)C(c1ccnc2ccccc12)n1c(=O)c(-c2ccco2)nc2ccccc21 (centres undefined)	9	10	.	-4	-1
CC(C)CN1C(=O)CN(S(C)(=O)=O)CC1(C)C(=O)NC(C)C (centres undefined)	-9	-9	.	4	-5
C#CCNC(=O)C[C@@H]1C[C@@]2(C(=O)OC)CC(C)(C)CC=C2N(Cc2ccco2)C1=O	-9	2	.	-5	-18
CC1(C(=O)Nc2ccc3c(c2)OCCO3)CN(S(C)(=O)=O)CC(=O)N1CCCN1CCOCC1 (centres undefined)	-4	8	.	-13	18
CC(C(=O)NC(C)(C)C)n1c(-c2ccc3c(c2)OCO3)nc2ccccc21 (centres undefined)	-3	-22	.	-13	1
C=CCC(NC(=O)N(C)C)(C(C)=O)C(=O)OC (centres undefined)	-8	2	.	9	22
CO[C@H]1CN(C)C(=O)c2ccc(NC(=O)C3CCC3)cc2OC[C@H](C)N(Cc2ccccn2)C[C@@H]1C	-1	-8	.	3	-1
CCC(=O)N[C@H]1C=C[C@H](CC(=O)OC)O[C@@H]1CO	7	-8	.	-6	-23
CCOC(=O)[C@]12CCCC=C1N(Cc1ccccc1)C(=O)[C@H](CC(=O)N1CCCCCC1)C2	-4	9	.	11	-5
Cc1cccc(-c2ccc([N+](=O)[O-])cc2CN2CCN(c3ncc(Cc4ccccc4)cn3)CC2)c1	-1	-6	.	10	-8
Cc1cccc(C)c1NC(=O)C1(C)CSCC(=O)N1CCc1ccccc1F (centres undefined)	8	-12	.	-11	-14
COC(=O)[C@@]12C[C@@H](CC(=O)N3CCSCC3)C(=O)N(CCc3ccc(OC)c(OC)c3)C1=CCC(C)(C)C2	-4	5	.	-17	14
Nc1sccc1C(=O)NCc1ccccc1	-1	23	.	11	3
COc1cccc(Cn2c(C(C)n3c(C)nc4ccccc43)nc3ccccc32)c1 (centres undefined)	-13	35	.	19	15
COc1ccc(C2=Nc3ccccc3N(C(=O)Cc3cc(OC)cc(OC)c3)C2C(=O)NC(C)(C)C)cc1 (centres undefined)	-59	-40	.	-9	-26
CCCCNC(=O)C(NC(=O)c1ccc(C(F)(F)F)cc1)C(=O)c1ccccc1 (centres undefined)	17	-1	.	15	8
CN1CCN(C(=O)C[C@H]2CC[C@H]3[C@@H](COC[C@@H](O)CN3C(=O)C3CCCC3)O2)CC1	-10	-6	.	-6	-32
CCOC(=O)[C@]12CCCC=C1N(Cc1ccccc1)C(=O)[C@H](CC(=O)NCc1ccccc1)C2	9	-7	.	-20	4

In another format: results already given.
| SMILES | NR2F2 inh | LRH-1 inv ag | LMP1 NFkB inh | C8 TRAIL sens | SRC2 inh |
| --- | --- | --- | --- | --- | --- |
| CCOC(=O)[C@]12CCCC=C1N(Cc1ccccc1)C(=O)[C@H](CC(=O)N1CCCCCC1)C2 | -4 | 9 | . | 11 | -5 |
| Cc1cccc(-c2ccc([N+](=O)[O-])cc2CN2CCN(c3ncc(Cc4ccccc4)cn3)CC2)c1 | -1 | -6 | . | 10 | -8 |
| Cc1cccc(C)c1NC(=O)C1(C)CSCC(=O)N1CCc1ccccc1F (centres undefined) | 8 | -12 | . | -11 | -14 |

Source: PubChem
